Bioassay records from PubChem.
RTF Ca sens inh = cardiac RTF calcium desensitization | P19429+P45379 | IANBD-labeled cardiac RTF, Ca2+ fluorescence | inhibition, % at 7.15 µM | actives 0.12% (n = 340,000) | AID 493244;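 active = inhibition above the mean inhibition of all tested compounds plus 3 SD, cut at about 17% in these data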;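 note: assay run at fixed EC70 calcium of 1.6 mM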
Keap1 Nrf2 FP = disrupts human Keap1 binding to Nrf2 peptide. Q14145. Keap1 Kelch-Nrf2 peptide fluorescence polarization, 1536-well. inhibition, % at 9.4 µM. actives 0.15% (n = 340,000); in the data active = inhibition above about 12%;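 note: human Keap1 Kelch domain with fluorescein labeled Nrf2 9mer peptide probe; 0% = neutral control wells and 100% = peptide positive control; higher means more block of Keap1 binding to Nrf2 peptide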
Target sequence (Q14145 whole entry, looked up, the tested form may be a part): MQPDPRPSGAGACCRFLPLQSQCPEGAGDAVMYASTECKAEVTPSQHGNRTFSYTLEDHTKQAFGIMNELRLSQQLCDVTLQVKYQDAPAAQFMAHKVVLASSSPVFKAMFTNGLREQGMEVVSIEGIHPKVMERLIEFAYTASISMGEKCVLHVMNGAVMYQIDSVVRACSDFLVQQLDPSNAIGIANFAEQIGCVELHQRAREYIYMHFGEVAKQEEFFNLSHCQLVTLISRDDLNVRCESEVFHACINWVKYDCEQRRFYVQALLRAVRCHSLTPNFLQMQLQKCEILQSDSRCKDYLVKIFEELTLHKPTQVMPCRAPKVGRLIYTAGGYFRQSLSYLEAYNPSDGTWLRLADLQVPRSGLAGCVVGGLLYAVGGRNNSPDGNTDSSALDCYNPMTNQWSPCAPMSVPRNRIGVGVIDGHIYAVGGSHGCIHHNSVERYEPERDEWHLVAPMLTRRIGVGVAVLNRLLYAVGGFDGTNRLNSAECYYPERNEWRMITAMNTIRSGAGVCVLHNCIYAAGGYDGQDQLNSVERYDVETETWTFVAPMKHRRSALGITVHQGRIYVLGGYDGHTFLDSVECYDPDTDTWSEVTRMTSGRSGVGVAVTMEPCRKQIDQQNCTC
HTR5A inv ag = inverse agonist of human HTR5A in OPRM1-OPRD1 counter-screen | P47898 | HTR5A cell line, luminescence, inverse agonism | inhibition, % at 9.3 µM | actives 0.083% (n = 340,000); in the data active = inhibition mostly above about 23%, no sharp cut-off; inactive = mostly below about 18%;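 note: 0% = cells with DMSO and 100% = no-cell wells with DMSO; some compounds called inactive have numbers as strong as hits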
Target sequence (P47898 whole entry, looked up): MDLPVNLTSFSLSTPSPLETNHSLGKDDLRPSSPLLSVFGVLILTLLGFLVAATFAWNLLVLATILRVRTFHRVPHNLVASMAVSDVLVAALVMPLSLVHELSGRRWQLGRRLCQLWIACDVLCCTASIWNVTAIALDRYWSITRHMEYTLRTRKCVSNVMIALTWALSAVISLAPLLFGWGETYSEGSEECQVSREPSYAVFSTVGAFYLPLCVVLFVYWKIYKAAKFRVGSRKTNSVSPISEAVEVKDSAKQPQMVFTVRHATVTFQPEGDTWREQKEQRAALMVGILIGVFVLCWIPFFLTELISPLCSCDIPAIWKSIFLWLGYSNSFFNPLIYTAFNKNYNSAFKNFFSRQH
OPRM1-OPRD1 inv = inverse agonist of human OPRM1-OPRD1 heterodimerization; P35372+P41143; cell-based MOR-DOR heterodimer luminescence, inverse agonism; inhibition, % at 9.3 µM; actives 0.21% (n = 340,000); AID 504357; in the data active = inhibition above about 22%, passing the limit was not always enough;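 note: 0% = cells with DMSO and 100% = wells without cells with DMSO; values of inactives mirror those of a sister screen read the other way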
C-LANA FP = KSHV C-LANA DNA binding inhibition. MBP-C-LANA/FAM-LBS DNA binding, fluorescence polarization. inhibition, % at 9 µM. actives 0.078% (n = 340,000). AID 504423;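 active = highest replicate inhibition at or above 60% at 9 µM, even if other replicates fall short; inactive = all replicates below 60% inhibition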;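 note: 0% = neutral control wells and 100% = 4 µM acridine orange control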
cardiac RTF act = increases calcium sensitivity of human cardiac regulated thin filaments | AID 493008 | activation, % at 7.2 µM | actives 0.24% (n = 340,000) | P19429+P45379 | IANBD-labeled TnC RTF fluorescence at EC20 calcium; 0% EC20 calcium, 100% full calcium;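 active = activation above the mean over all tested compounds plus 3 SD, cut at about 30% in these data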;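 note: rise in fluorescence read as greater calcium sensitivity of cardiac thin filaments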
CAL PDZ FP = CAL PDZ (human) peptide binding inhibition | Q9HD26 | inhibition, % at 24.9 µM | purified CAL PDZ, TMR-peptide fluorescence polarization, 1 h | AID 602252 | actives 0.92% (n = 300,000);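 active = mean inhibition of at least 30% with at least half of replicates also reaching 30%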;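 note: 0% = DMSO neutral control and 100% = excess unlabeled competitor peptide PRC23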
MOR-DOR ag = agonists of human mu-delta opioid receptor heterodimerization; AID 504326; cells, OPRM1-OPRD1 heterodimerization, luminescence; activation, % at 9.3 µM; P35372+P41143; actives 0.3% (n = 340,000); in the data active = activation above about 18%;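 note: 0% = vehicle-treated cells and 100% = reference agonist; values of inactives mirror those of a sister screen read the other way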
HTR5A ag = HTR5A agonism, opioid heterodimer counter-screen; HTR5A agonist assay, luminescence, cell-based; P47898; AID 504692; activation, % at 9.3 µM; actives 0.61% (n = 340,000); in the data active = activation mostly above about 9.5%, no sharp cut-off; inactive = mostly below about 7.6%;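 note: 0% = cells with vehicle only and 100% = reference agonist; strong numbers were not always called active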
V-ATPase pH = alters yeast V-ATPase proton transport. S. cerevisiae, pHLuorin cytosolic pH fluorescence. response, % at 10 µM. actives 0.37% (n = 350,000); in the data active = response mostly above about 7.3%, no sharp cut-off; inactive = mostly below about 5.4%; note: actives read high; inactives centre near 0; some compounds called inactive have numbers as strong as hits; reference of the scale not given here
Active calls of the source: *; i = inactive; / = no result given.

SMILES | RTF Ca sens inh | Keap1 Nrf2 FP | HTR5A inv ag | OPRM1-OPRD1 inv | C-LANA FP | cardiac RTF act | CAL PDZ FP | MOR-DOR ag | HTR5A ag | V-ATPase pH
COC(=O)COc1cccc2c(=O)n(CC(=O)Nc3ccc4c(c3)OCCO4)ccc12 | 0 | 0 | -29 | -13 | 0.8 | -4 | / | 2.3 | 10 | 5
COc1ccc(Cl)cc1C(=O)Nc1cc(=O)n(C)c(=O)n1C | 0 | -2 | 22 | 23 | 0.5 | -3 | / | -4.5 | -8 | 0
O=C(C1CCC(CNS(=O)(=O)c2ccccc2)CC1)N1CCCCC1 (stereo unspecified) | -1 | -3 | -8 | 2 | 1.8 | 2 | 0 | -0.3 | 2 | 0
CCCn1c(=O)c(C(=O)Nc2ccccc2C)c(O)c2ccccc21 | -9 | 1 | 5 | 4 | -0.9 | 0 | / | -0.9 | 1 | -2
O=[N+]([O-])c1ccc(Oc2ccc(S(=O)(=O)Nc3ccccc3)cc2)cc1 | -11 | -5 | -5 | -41 | 6.4 | 4 | -4 | 7.8 | 3 | 0
COC(=O)c1cc(NC(=O)c2c(-c3ccccc3)noc2C)ccc1N1CCOCC1 | -1 | -1 | -15 | 26 | 0.1 | -3 | 11 | -5.2 | 6 | 4
CC1Oc2ccccc2N(Cc2ccccc2Cl)C1=O (stereo unspecified) | -4 | -2 | 2 | -34 | 1.0 | 1 | 0 | 6.3 | 5 | -3
COc1ccccc1N1CCN(CC(=O)c2ccc(F)cc2)CC1 | 0 | -2 | -2 | 10 | 2.1 | -4 | -3 | -2.1 | 1 | 1
Brc1cc2c(cc1Br)OCCOCCOCCO2 | 1 | -3 | 7 | 8 | 2.1 | 9 | / | -1.6 | 4 | -2
Nc1nonc1NC(=O)CSc1ncccc1C(=O)O | -10 | -3 | 10 | 15 | 1.7 | -1 | 0 | -2.6 | -1 | 1
O=C(Oc1ccc(-c2csnn2)cc1)c1cccs1 | -1 | -5 | 10 | -9 | 0.0 | 3 | 3 | 1.8 | -4 | 4
Cc1ccc(/C=C/C(=O)O)cc1S(=O)(=O)NCCO | -8 | -3 | 8 | 15 | 2.3 | -2 | 0 | -3.0 | -4 | -2
C=CCNC(=O)c1ccc(N(CC=C)S(C)(=O)=O)cc1 | -2 | 5 | -34 | 5 | 0.8 | -7 | -1 | -0.8 | -2 | -2
COc1ncccc1C(=O)NC1CCCc2c1cnn2-c1cc(C)cc(C)c1 (stereo unspecified) | -1 | -2 | 12 | 6 | -0.3 | 2 | -1 | -1.1 | 1 | -1
O=C(COC(=O)CCc1nc2ccccc2s1)Nc1ccc(Cl)cn1 | -27 | -1 | -4 | 5 | -0.1 | 2 | / | -0.9 | 1 | -5
CCCCC/C=C/C1=CC(=O)C[C@H](c2ccc(OC)c(OC)c2)C1 | -12 | -3 | -6 | -13 | 2.2 | -6 | -2 | 2.9 | 2 | 4
CCOC(=O)c1ccccc1NC1CC(=O)N(c2ccccc2C)C1=O (stereo unspecified) | -3 | -4 | 5 | 11 | 0.2 | -6 | -2 | -1.9 | -2 | 0
O=C(NC(=S)Nc1ccccc1Br)C1CCCC1 | 1 | -5 | 6 | -24 | -0.3 | 0 | 8 | 5.9 | -2 | 0
N#Cc1cccc(C(=O)N(CCc2ccccc2)Cc2cccs2)c1 | -5 | -1 | 2 | -1 | 0.4 | -1 | / | 0.2 | -1 | 3
C#CCOCCOCCOCCNc1nc(N2CCN(C(=O)Cn3cc(CCO)nn3)CC2)nc(N2CCN(C(=O)[C@H](C(C)C)n3cc(CCO)nn3)CC2)n1 | -3 | -2 | 11 | 0 | 0.5 | -4 | 4 | -0.1 | 1 | 1
CC(OC(=O)Cc1c(F)cccc1Cl)C(=O)NC1CCCCC1C (stereo unspecified) | -4 | -2 | -11 | 13 | 0.3 | 1 | 0 | -3.2 | 4 | -7
O=C(COc1ccc(Cl)cc1Cl)NNC(=S)Nc1ccc(F)cc1 | 0 | 0 | -17 | 4 | 3.7 | -4 | -3 | -0.7 | -2 | 1
CCOC(=O)c1nc(-c2ccc(OC)c(OC)c2)no1 | 9 | 3 | -3 | 12 | -0.3 | -2 | 5 | -2.5 | 1 | 0
Cc1ccccc1NS(=O)(=O)c1nnc(NC(=O)c2ccccc2F)s1 | -5 | -7 | -10 | 0 | -1.8 | 5 | / | 0.1 | 3 | 3
COc1ccc2[nH]c(C)c(CCNC(=S)Nc3cccc(C)c3C)c2c1 | 1 | 6 | -12 | -10 | 0.5 | -4 | / | 1.9 | 4 | 0
CSC1=NCCN1S(=O)(=O)c1ccccc1 | -29 | -1 | -13 | -2 | -2.0 | 0 | -2 | 0.3 | 4 | -2
Cc1ccc(C(=O)O/N=C2\CC3CCC2(C)C3(C)C)cc1 (stereo unspecified) | -4 | -3 | -3 | -34 | 0.3 | 8 | 3 | 6.8 | 1 | 4
CC(CCc1ccccc1)NS(=O)(=O)c1ccccc1Cl (stereo unspecified) | -16 | -4 | 1 | -24 | -0.5 | -6 | -6 | 4.6 | 0 | 4
CCCCOc1ccc(C(=O)Nn2c(-c3cccs3)nc3ccccc3c2=O)cc1 | -17 | 2 | 9 | -28 | -1.5 | -1 | 3 | 3.9 | 5 | 5
CCN1C(N(C)C)=NC[C@@H]1Cc1ccccc1 | 0 | -5 | 1 | 9 | -0.1 | -3 | -5 | -1.7 | 0 | 1
N#C/C(=N/Nc1ccccc1[N+](=O)[O-])C(N)=S | -1 | -3 | 22 | 26 | 0.3 | -4 | / | -5.0 | -9 | 1
COC(=O)C1=C(C)NC(=S)NC1/C=C/c1ccccc1 (stereo unspecified) | -5 | -3 | 12 | 6 | 0.8 | 2 | -1 | -1.3 | -4 | -3
COc1c(-c2ccc(O)cc2)oc2cc(O)cc(O)c2c1=O | -2 | -3 | -20 | 1 | 8.1 | 7 | -3 | -0.2 | 7 | 0
COc1ccc(C2=CSC3=NCCN23)cc1 | -3 | -3 | 8 | 13 | -0.4 | -9 | 3 | -2.9 | -2 | -3
O=C(COC(=O)CC1CCCC1)Nc1cccc(F)c1 | 1 | 2 | 7 | i | -0.3 | -4 | -4 | 323* | -3 | -7
O=S(=O)(Cc1ccccc1)CS(=O)(=O)Cc1ccccc1 | -5 | -3 | 3 | 11 | -1.6 | 0 | -2 | -2.2 | -1 | 5
COC(=O)c1ccc(-c2noc(CN3CCCCC3c3nccn3C)n2)cc1 (stereo unspecified) | 3 | 1 | 18 | 11 | -0.9 | -4 | -1 | -2.2 | -11 | -3
O=C(O)c1cccnc1Sc1ccc(Br)cc1 | -13 | -1 | -4 | 2 | 1.1 | 1 | / | -0.2 | 2 | -1
O=C1C(Cc2ccc3[nH]ccc3c2)NC(=S)N1c1ccccc1 (stereo unspecified) | 1 | 0 | -6 | 12 | -1.2 | -1 | 23 | -2.4 | -4 | 1
CCOC(=O)c1[nH]c(C)c(C(=O)NCc2cccnc2)c1C | -5 | -5 | 2 | -4 | 1.1 | 9 | 2 | 0.8 | -1 | -2
O=C(CSc1c(F)c(F)cc(F)c1F)Nc1ccc(C2SCCS2)cc1 | 2 | -1 | -41 | -15 | -0.4 | 4 | / | 3.0 | 5 | 0
Cc1nc2ccccc2c(=O)n1CCCn1ccnc1 | -7 | -3 | 17 | 17 | 0.2 | -1 | -4 | -3.0 | 5 | -8
COc1ccc(NC(=O)Cn2c([N+](=O)[O-])cnc2C)cc1Cl | -12 | -4 | 4 | 0 | 1.5 | 0 | 0 | -0.1 | -1 | -2
COc1ccc(OC)c(NC(=S)NCCC(c2ccccc2)c2ccccc2)c1 | -2 | 1 | -45 | 7 | 2.9 | -4 | -1 | -1.3 | -1 | 5
O=C(Nc1nc2c(s1)CCCC2)c1cc(-c2ccncc2)nc2ccccc12 | -3 | -5 | -39 | -11 | -2.1 | -13 | / | 2.0 | 2 | -5
CCN(CC)S(=O)(=O)c1ccc(N2CCOCC2)c(NC(=O)c2ccc(C#N)cc2)c1 | -1 | -6 | 11 | 2 | 0.1 | 6 | -8 | -0.4 | -5 | 0
Nc1nc(N2CCN(C(c3ccccc3)c3ccccc3)CC2)n[nH]1 | 0 | -2 | -14 | 12 | 0.7 | 1 | -2 | -2.4 | 5 | -1
O=C(CNC(=O)c1ccc(Cl)cc1Cl)OCCCn1c(=O)[nH]c2ccccc21 | -2 | 1 | -14 | 5 | 1.1 | 6 | 2 | -0.8 | -6 | 3
O=C1NN(c2ccccc2)C(=O)/C1=C/c1ccc(-c2cccc(C(=O)O)c2)o1 | -2 | 0 | 8 | 25 | 8.2 | -8 | -1 | -5.4 | -2 | -3
CN(CC(=O)NCCCN1CCOCC1)S(=O)(=O)c1ccc(Br)cc1 | -5 | -7 | -7 | 8 | -1.7 | 3 | 1 | -1.4 | 2 | 2
O=C(N/N=C/C=C/c1ccco1)c1ccccc1Cl | -6 | 1 | 0 | -1 | 1.8 | 4 | / | 0.3 | -5 | 0
Nc1nc(Nc2ccccc2)nc(NCCO)c1[N+](=O)[O-] | -9 | -1 | 27 | 11 | -0.4 | 2 | -2 | -2.2 | -2 | 3
CC(=O)N1c2ccc(S(=O)(=O)NCCC(=O)Nc3ccc(C)c(F)c3)cc2CC1C (stereo unspecified) | -6 | -4 | 0 | -4 | 0.0 | 4 | -7 | 0.8 | 3 | -2
O=C(CNC(=O)C12CC3CC(CC(C3)C1)C2)N1CCN(S(=O)(=O)c2cccs2)CC1 | 1 | 5 | -4 | 6 | 1.9 | 1 | -4 | -1.2 | 1 | 1
Cc1cc(C)cc(N(CC(=O)N2CCC(C)CC2)S(C)(=O)=O)c1 | 7 | -2 | 5 | 11 | 0.0 | -4 | 2 | -2.0 | -1 | 3
CC(CNC(=O)CCS(=O)(=O)c1cc2c(cc1Cl)NC(=O)CO2)c1ccccc1 (stereo unspecified) | 1 | -1 | 4 | -4 | 3.9 | 5 | -2 | 0.8 | -1 | 0
COc1cc(OC)c2ccc(=O)oc2c1C(CCN1CCCC1)c1ccc2c(c1)OCO2 (stereo unspecified) | 13 | 2 | 4 | 11 | 1.1 | -7 | 0 | -2.0 | 8 | -1
CCOC(=O)C1CCN(CC(O)COCc2ccc3c(c2)OCO3)CC1 (stereo unspecified) | -5 | 0 | -13 | 10 | 0.3 | 5 | -2 | -1.9 | 2 | 0
COc1ccc(C(=O)N2CCN(S(=O)(=O)c3ccc(F)cc3)CC2)cc1OC | 8 | 1 | -2 | -1 | 0.5 | -4 | -4 | 0.1 | 7 | -2
CC(C)(C)N(Cc1ccccc1)C(=O)c1ccc(Br)o1 | 0 | -1 | -4 | -17 | 1.4 | -2 | -1 | 3.7 | 2 | -4
Cc1cc2ccccc2c(=O)n1CC(=O)NCC(=O)N1CCCC1 | -5 | 1 | -11 | 10 | -0.2 | -1 | -4 | -2.5 | 5 | -1
Cc1ccccc1NC(=O)Cc1nc(COC(=O)c2cccnc2Cl)cs1 | -5 | -6 | 2 | 14 | -0.8 | -2 | -8 | -3.3 | -1 | -1
